MOR-DOR inv ag – mu-delta opioid heterodimer inverse agonism; P35372+P41143; inhibition, % at 9.3 µM; cell-based MOR-DOR heterodimer luminescence; 340,000 tested, 0.21% active; AID 504357; in the data active = inhibition above about 22%, passing the limit was not always enough;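 also: 0% = cells with DMSO and 100% = wells without cells with DMSO; values of inactives mirror those of a sister screen read the other way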
PKA-R2B act – activators of human PKA-R2B complex; 340,000 tested, 0.079% active; P22694+P31323; PKA-R2B holoenzyme dissociation, Cy5-IP20 fluorescence polarization; R2B truncated from residue 108, S112A mutant; 0% DMSO only, 100% 113 µM cGMP; AID 504700; activation, % at 11.4 µM;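 active = activation above a cutoff set at the mean over all compounds plus 3 SD, cut at about 18% in these data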;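 also: higher means more holoenzyme dissociation and a rise in polarization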
Target sequence (P31323 whole entry, looked up, other chains not shown, the tested form may be a part): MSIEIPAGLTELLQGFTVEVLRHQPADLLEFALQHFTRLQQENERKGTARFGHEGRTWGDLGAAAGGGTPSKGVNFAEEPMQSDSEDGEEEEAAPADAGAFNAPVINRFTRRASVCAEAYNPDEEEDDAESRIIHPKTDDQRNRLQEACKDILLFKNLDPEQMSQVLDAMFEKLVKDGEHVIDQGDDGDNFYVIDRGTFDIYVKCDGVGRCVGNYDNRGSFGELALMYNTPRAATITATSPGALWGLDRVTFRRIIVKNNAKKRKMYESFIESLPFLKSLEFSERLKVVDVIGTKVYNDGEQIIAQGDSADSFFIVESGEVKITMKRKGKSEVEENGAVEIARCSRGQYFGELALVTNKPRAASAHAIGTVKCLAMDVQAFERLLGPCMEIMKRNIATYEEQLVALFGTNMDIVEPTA
HTR5A inv ag – counter-screen for OPRM1-OPRD1 inverse agonists: human HTR5A inverse agonism; HTR5A cell line, luminescence; inhibition, % at 9.3 µM; P47898; 340,000 tested, 0.083% active; in the data active = inhibition mostly above about 23%, no sharp cut-off; inactive = mostly below about 18%;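 also: 0% = cells with DMSO and 100% = no-cell wells with DMSO; some compounds called inactive have numbers as strong as hits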
Target sequence (P47898 whole entry, looked up): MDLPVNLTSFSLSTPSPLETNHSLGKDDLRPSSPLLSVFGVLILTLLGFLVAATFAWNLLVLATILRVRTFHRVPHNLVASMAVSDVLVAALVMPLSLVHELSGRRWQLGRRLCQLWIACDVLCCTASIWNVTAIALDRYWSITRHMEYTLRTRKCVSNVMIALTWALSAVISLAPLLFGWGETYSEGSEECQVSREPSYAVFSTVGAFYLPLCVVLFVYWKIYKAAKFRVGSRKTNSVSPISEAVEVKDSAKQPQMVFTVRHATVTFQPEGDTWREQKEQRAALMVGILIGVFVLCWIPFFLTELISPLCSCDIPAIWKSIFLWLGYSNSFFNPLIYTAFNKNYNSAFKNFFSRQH
AddAB inh – less growth of phage-infected E. coli with AddAB. AID 435030. inhibition, % at 11.9 µM. E. coli expressing H. pylori AddAB, absorbance growth. 330,000 tested, 0.29% active; in the data active = inhibition above about 12%;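 also: 0% = vehicle wells of infected cells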
Tat export inh – E. coli Tat transport inhibition; 340,000 tested, 0.036% active; inhibition, % at 10 µM; E. coli MC4100 TorA-mCherry Tat export, fluorescence;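 active = mean replicate inhibition at least 50% and at least half of replicates individually reaching 50%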;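 also: exported cargo escapes ClpAP degradation while cytoplasmic cargo is degraded and loses fluorescence; 0% = median of neutral control wells and 100% = median of NaSCN control wells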
E coli growth – bacterial growth inhibition, counter-screen for AddAB inhibitors; E. coli V3065 growth, OD600 absorbance, 18 h; inhibition, % at 11.9 µM; 330,000 tested, 0.27% active;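 active = inhibition above the campaign's mean inhibition across all tested compounds plus 3 SD, cut at about 9.9% in these data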;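 also: uninfected addAB+ strain grown without phage in ampicillin broth; 0% = DMSO wells and 100% = ciprofloxacin 0.95 µg/ml wells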
PKA-R1A act – activates the PKA-R1A holoenzyme complex; PKA-R1A dissociation, Cy5-IP20 fluorescence polarization; scaled: DMSO 0%, 113 µM cGMP 100%; 340,000 tested, 0.083% active; activation, % at 11.4 µM; AID 504707; P00514+P68181;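 active = percent activation above the mean of all tested compounds plus 3 SD, cut at about 19% in these data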;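 also: higher means more PKAc released from R1A so a rise in polarization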
PfHsp90 set2 – growth inhibition of yeast expressing Plasmodium Hsp90 | S. cerevisiae expressing PfHsp90, BacTiter-Glo ATP, 48 h; yeast lacking PDR1 and PDR3 efflux regulators | inhibition, % at 9.4 µM | 310,000 tested, 0.32% active | AID 504621;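 active = every replicate shows inhibition above about 80%, whatever the replicate mean, limit read from the data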;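 also: 0% = DMSO neutral controls and 100% = 20 µM radicicol positive controls; yeast relying on Plasmodium falciparum Hsp90 in place of its own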
MOR-DOR ag – OPRM1-OPRD1 heterodimerization agonism; 340,000 tested, 0.3% active; cells, luminescence; AID 504326; activation, % at 9.3 µM; in the data active = activation above about 18%;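 also: 0% = vehicle-treated cells and 100% = reference agonist; values of inactives mirror those of a sister screen read the other way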
phage Ecoli inh – E. coli growth loss with phage present; 360,000 tested, 0.26% active; AID 651602; inhibition, % at 11.9 µM; growth absorbance; in the data active = inhibition above about 11%
SUMO Mot1 rescue – inhibitors of SUMOylation pathway: yeast Mot1-301 growth rescue; S. cerevisiae Mot1-301 growth rescue, ATP luminescence, 38.5C; percent above DMSO median, 100 means doubled; growth rescue, % at 18.8 µM; 320,000 tested, 1% active; AID 2716;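 active = every valid replicate shows activation above 250% relative to neutral control wells; inactive = the rest, any valid replicate at or below 250%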;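 also: OY570 slx delta 5 strain wells were the positive control but not used for scaling; some compounds called inactive have numbers as strong as hits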
Numbers without * were called inactive; . = not tested or not shown.

mol	PKA-R2B act	HTR5A inv ag	phage Ecoli inh	PfHsp90 set2	Tat export inh	MOR-DOR inv ag	MOR-DOR ag	PKA-R1A act	AddAB inh	SUMO Mot1 rescue	E coli growth
COCCOC(=O)C1=C(C)NC2=C(C(=O)CC(C)(C)C2)C1c1cc2c(cc1Br)OCO2 (stereo not drawn)	7.2	-43.9	0.0	9.8	-8.8	13.1	-2.3	8.1	0.9	144.3	1.9
CC(=O)Cn1cnc2scc(-c3ccc(C)c(C)c3)c2c1=O	-10.7	-18.7	2.7	-3.6	4.8	10.7	-1.9	10.7	3.1	20.5	-1.0
COc1cc2c(cc1OC)C1(NCC2)C(=O)Nc2ccccc21 (stereo not drawn)	-7.9	17.1	4.2	.	5.8	5.1	-1.1	-2.4	-0.3	-3.3	-4.2
Nn1c(SCC(=O)Nc2ccc(F)c(F)c2)nnc1C1CCCCC1	5.0	-11.1	2.7	11.0	-4.9	9.4	-1.7	-5.3	1.0	.	0.5
Cc1cccc(C)c1OCC1CNC(=O)O1 (stereo not drawn)	-2.8	-7.1	2.6	-7.6	0.5	4.2	-0.8	5.2	3.5	-4.5	-0.2
CCOC(=O)C1(CCCc2ccccc2)CCN(S(C)(=O)=O)CC1	-2.4	-13.1	-1.2	5.8	-0.5	17.4	-3.8	1.9	1.5	2.1	0.3
CC(C)Oc1ccc(C(CCN)C2CCCCC2)cc1 (stereo not drawn)	0.1	-10.9	5.2	-3.7	-9.8	-42.1	9.0	6.9	1.4	-3.0	4.5
O=C(CNC(=O)c1cccc(S(=O)(=O)N2CCc3ccccc32)c1)Nc1ccccc1Br	-7.2	23.9	0.0	-15.1	-2.6	6.2	-1.6	0.1	.	.	.
COc1ccc(CNC(=O)COC(=O)c2ccc3ccccc3n2)cc1	1.1	7.8	-2.6	2.6	-2.5	0.5	-0.1	-6.8	2.3	-3.1	1.3
Cc1sc2ncnc(NCCCO)c2c1C	-5.1	-13.4	3.0	29.1	-8.1	-1.0	0.2	5.9	6.6	-7.5	2.1
Cc1ccc(N(C(=O)c2ccc(S(=O)(=O)N(C)C)cc2)C2C=CS(=O)(=O)C2)cc1 (stereo not drawn)	-2.3	-11.2	5.3	-11.4	5.6	-16.3	2.4	-1.5	-0.5	-4.4	-1.3
CCOc1ccc(C(=S)N2CCOCC2)cc1OC	5.1	-7.5	3.4	2.0	-0.9	2.6	-0.5	6.0	-1.1	3.5	-1.2

3 of the compounds above, with each value named:
SMILES: Nn1c(SCC(=O)Nc2ccc(F)c(F)c2)nnc1C1CCCCC1
- PKA-R2B act = 5.0
- HTR5A inv ag = -11.1
- phage Ecoli inh = 2.7
- PfHsp90 set2 = 11.0
- Tat export inh = -4.9
- MOR-DOR inv ag = 9.4
- MOR-DOR ag = -1.7
- PKA-R1A act = -5.3
- AddAB inh = 1.0
- SUMO Mot1 rescue = .
- E coli growth = 0.5

SMILES: CCOC(=O)C1(CCCc2ccccc2)CCN(S(C)(=O)=O)CC1
- PKA-R2B act = -2.4
- HTR5A inv ag = -13.1
- phage Ecoli inh = -1.2
- PfHsp90 set2 = 5.8
- Tat export inh = -0.5
- MOR-DOR inv ag = 17.4
- MOR-DOR ag = -3.8
- PKA-R1A act = 1.9
- AddAB inh = 1.5
- SUMO Mot1 rescue = 2.1
- E coli growth = 0.3

SMILES: CC(=O)Cn1cnc2scc(-c3ccc(C)c(C)c3)c2c1=O
- PKA-R2B act = -10.7
- HTR5A inv ag = -18.7
- phage Ecoli inh = 2.7
- PfHsp90 set2 = -3.6
- Tat export inh = 4.8
- MOR-DOR inv ag = 10.7
- MOR-DOR ag = -1.9
- PKA-R1A act = 10.7
- AddAB inh = 3.1
- SUMO Mot1 rescue = 20.5
- E coli growth = -1.0

Next results:
mol	PKA-R2B act	HTR5A inv ag	phage Ecoli inh	PfHsp90 set2	Tat export inh	MOR-DOR inv ag	MOR-DOR ag	PKA-R1A act	AddAB inh	SUMO Mot1 rescue	E coli growth
COc1cccc(CCNC(=O)CC2C(=O)NCCN2CC(C)(C)C)c1 (stereo not drawn)	-2.1	2.3	0.3	20.9	0.7	16.3	-3.2	3.1	4.7	551.0*	-0.2
CCN1CCN(S(=O)(=O)c2ccc3ccccc3c2)CC1	-14.6	4.5	.	.	-4.0	7.1	-1.4	1.7	0.0	.	-1.6
Cc1cc(C)nc(/N=C(\N)N(Cc2ccccc2)Cc2ccccc2)n1	4.8	-10.2	4.6	27.7	-4.2	-13.9	2.4	-7.0	3.0	359.9	-0.3
CCC(=O)NCCCc1nc2ccccc2n1Cc1ccccc1F	-1.1	0.3	4.4	-19.8	5.9	13.3	-2.6	0.5	1.7	1.1	1.9
CCN(CC)C(=O)C(=O)Nc1cccc(Br)c1	-3.6	2.7	3.6	15.1	-2.7	-0.9	0.1	9.4	1.7	1.1	-0.7
Cc1ccc(/C=N/NC(=O)c2nnn(-c3nonc3N)c2CNc2ccccc2)cc1	-7.9	-19.2	2.4	2.4	-6.3	-15.0	2.8	-3.0	2.7	10.1	-0.8
O=C(Oc1ccc(C(=S)N2CCOCC2)cc1)c1ccccc1	-8.0	-30.9	0.8	-28.5	-1.9	-5.9	1.1	-7.0	0.4	-14.5	-0.5
COc1ccc(N(C(=O)CCl)C(C(=O)NCCc2ccccc2)c2cccs2)cc1Cl (stereo not drawn)	-13.1	-145.5	2.2	-26.2	4.3	-393.7	65.5*	-13.1	3.5	263.6*	0.7
Cc1ccc(NC(=O)COC(=O)Cn2cnc3c2c(=O)n(C)c(=O)n3C)cc1	-3.8	-14.7	0.7	-2.7	-1.6	0.2	-0.1	4.0	-1.1	14.4	-2.1
O=C(O)C1CCCCC1C(=O)Nc1cccc(Cl)c1Cl (stereo not drawn)	-1.7	1.2	0.5	-15.0	0.7	-10.4	1.7	-4.2	1.8	-17.2	1.7
COc1ccc(CNC(=O)CCNS(=O)(=O)c2cccc3nsnc23)cc1	1.0	9.3	2.7	-8.5	-6.5	15.3	-3.0	-11.0	2.8	9.1	-0.5
Clc1ccc(-c2ccc(SCc3ccccn3)nn2)cc1	9.6	-13.3	4.8	-10.0	-10.3	-3.1	0.5	5.6	1.6	154.2	1.5
O=C(CCNC(=O)N1CC(=O)Nc2ccccc21)NCc1cccc(Cl)c1	0.3	10.8	1.6	9.4	-4.7	2.2	-0.4	6.9	3.2	-3.8	0.7
Cc1ccc(-n2nc(C)c3c(C)c(CCC(=O)NCc4ccco4)c(C)nc32)cc1	-10.5	-17.3	2.7	-3.8	24.2	13.3	-2.6	5.9	-1.2	-2.4	-1.4
Cc1csc(NC(=O)CSc2nnc(CCNC(=O)c3ccc(Cl)c(Cl)c3)n2C)n1	3.1	4.7	-0.2	-1.9	-5.7	8.4	-1.7	8.7	0.0	6.6	-1.0
COc1ccccc1NC(=O)Nc1ccc(C(N)=O)cc1	-1.1	5.7	3.2	4.2	-6.1	-6.3	0.9	8.2	4.6	-6.4	0.2
CCCNC(=O)c1cc(S(=O)(=O)N2CCc3ccccc32)cn1C	-5.0	-10.0	3.4	22.4	5.1	-1.6	0.3	-1.3	-0.9	8.6	0.3
O=C1CC(C(F)(F)C(F)(F)C(F)(F)F)=Nc2ccccc2N1	1.0	-6.0	4.0	7.1	-6.0	-13.1	2.1	-1.8	2.5	0.8	0.3
COC(=O)c1ccc(CNC(=O)CCC(=O)N2CCOCC2)cc1	-2.3	-1.9	2.2	3.7	10.9	16.0	-3.1	-6.4	-1.6	-7.0	0.4
O=C(Cc1ccccc1)Nc1nnc(-c2ccco2)o1	-0.9	8.5	-2.0	.	9.0	-2.2	0.5	-4.4	2.2	0.2	1.2
CC(C)c1ccc(/C=C/c2[nH]c(=O)[nH]c(=O)c2[N+](=O)[O-])cc1	3.1	-1.9	-2.1	1.5	-1.5	2.4	-0.4	-0.8	2.0	-7.6	-0.8
CCCCN(C(=O)c1ccncc1)c1c(N)n(CCC)c(=O)[nH]c1=O	1.9	-31.2	2.8	-6.8	8.2	3.6	-0.7	-0.2	-1.6	-14.5	-0.6
CSc1nc(C)nc2c1c(=O)n(C)c(=O)n2C	-5.9	-20.5	2.5	0.1	-7.9	4.4	-0.8	-2.2	1.4	-0.8	0.4
C#CCOC(=O)C[N+](C)(C)C/C=C/c1ccccc1	-6.7	1.9	0.8	8.1	-4.9	3.1	-0.6	-12.7	0.5	10.3	1.7
O=C(N1CCOCC1)N1CCN(S(=O)(=O)N2CCOCC2)CC1	-6.1	-17.5	1.2	4.7	2.4	8.3	-2.0	-0.9	2.3	10.9	0.5
COc1cccc(/C=C/C(=C2/C(=O)N(c3ccccc3)N=C2C)c2ccccc2)c1OC	-2.6	2.9	3.8	-1.7	-7.0	-5.6	1.0	10.3	3.7	-17.1	2.4
CCCC(=O)Nc1ccc(NC(=O)c2ccco2)cn1	-5.1	4.5	3.8	2.4	-5.6	1.3	-0.2	-3.5	-1.9	.	-0.2
CCOc1ccc(C2CC(c3ccc(OC)cc3)n3ncnc3N2)cc1 (stereo not drawn)	-1.5	5.8	0.1	-4.0	4.8	12.3	-2.5	4.1	4.3	20.3	-1.4
O=C1CSC(c2cn(-c3ccccc3)nc2-c2cc3ccccc3o2)N1Cc1ccccc1 (stereo not drawn)	-2.0	5.2	3.5	-9.5	3.0	-4.6	0.7	6.4	2.6	245.6	0.1
COc1cccc(/C(O)=C2/C(=O)C(=O)N(CCN3CCOCC3)C2c2cccnc2)c1 (stereo not drawn)	-8.1	-23.5	0.6	7.0	4.3	11.1	-2.0	3.3	1.1	.	2.5
Cn1nc(C(=O)NNC(=O)c2ccccc2Br)c2ccccc2c1=O	-13.3	10.7	4.3	-14.6	-5.9	3.8	-0.6	0.5	.	.	.
C=CCOc1cccc(C(=O)N2CCC(CCC(=O)NC3CC3)CC2)c1	-0.2	-15.4	1.3	6.7	1.0	10.5	-2.0	-15.9	-1.5	-1.2	-1.4
COCC(=O)N1CCCc2ccccc21	-4.5	-12.2	-0.8	.	-3.3	3.7	-0.7	-3.0	1.1	-16.5	-2.6
COC(=O)C1=C(C)N(CCc2c[nH]c3ccccc23)C(=O)C1	-1.1	-22.0	4.3	1.7	0.7	0.5	-0.1	-4.1	2.4	1.5	0.4
Cc1[nH]n(-c2ncc(-c3ccc(Cl)cc3)s2)c(=O)c1C(c1ccc(Cl)cc1)C(C#N)C#N (stereo not drawn)	4.3	3.4	.	-59.3	5.9	8.7	-1.4	5.8	0.3	133.6	-0.9
CCN1C(=O)C(NC(C)=O)c2cc(OC)ccc21 (stereo not drawn)	5.4	26.7	0.5	-22.8	-2.3	9.2	-1.6	2.0	-1.2	-1.7	0.5
CCOc1cc(CN2CCC(CO)(Cc3cccc(C(F)(F)F)c3)CC2)ccc1OC	-4.2	2.2	-1.9	.	-1.0	-15.3	2.9	-4.2	1.5	-16.2	0.6
CC1(C)CC(=O)C=C(c2cccc(Cl)c2O)C1	-8.2	12.0	3.5	-9.3	-7.1	12.1	-2.2	0.8	2.7	16.8	1.1
Cc1ccc2c(c1)N(C(=O)CCC(=O)NC1CCCCCC1)CCO2	-8.1	-13.0	-0.1	16.7	-1.5	-0.8	0.1	-8.4	-0.8	-14.6	-3.0
CC(=O)NC12CC3CC(C1)CC(C(=O)Nc1nc4ccc(F)cc4s1)(C3)C2	-17.1	-6.3	0.4	10.7	-4.4	16.2	-3.0	-0.3	0.6	-2.2	-1.6

Bioassay records from PubChem BioAssay.
